EP2 mod – modulators of human EP2 prostaglandin E2 receptor; P43116; EP2-expressing cells, cAMP HTRF FRET, PGE2 co-stimulation; induction, % at 25 µM; hit rate 0.83% among 260,000; AID 940;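 active means compounds whose cAMP rise, as percent of the full-agonist control response, exceeds 60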;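 further: rat C6 glioma line stably carrying human EP2 under a CMV promoter; the protocol text gives 20 µM as final concentration; 100% = response of wells given 1 µM PGE2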
Target sequence (P43116 whole entry, looked up): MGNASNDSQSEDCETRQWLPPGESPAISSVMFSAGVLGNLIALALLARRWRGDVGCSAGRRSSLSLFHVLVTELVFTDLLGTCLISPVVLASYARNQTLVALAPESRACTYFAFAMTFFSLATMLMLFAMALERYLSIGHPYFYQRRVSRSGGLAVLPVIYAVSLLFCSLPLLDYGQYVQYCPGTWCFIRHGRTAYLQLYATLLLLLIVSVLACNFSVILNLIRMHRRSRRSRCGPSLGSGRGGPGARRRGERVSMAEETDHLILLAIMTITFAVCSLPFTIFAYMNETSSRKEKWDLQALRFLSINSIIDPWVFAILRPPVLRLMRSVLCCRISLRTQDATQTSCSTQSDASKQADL
EP2 antag – EP2 receptor (human) inhibition; P43116; C6 glioma cells expressing human EP2, cAMP TR-FRET; cells stimulated with saturating PGE2; inhibition, % at 25 µM; hit rate 0.52% among 260,000; AID 1422;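 active means percent inhibition above 40 after rounding to a whole number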;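 further: rat C6 glioma host cells with rolipram phosphodiesterase inhibitor present; the protocol text gives 20 µM as final concentration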
Numbers without * were called inactive. Some of the compounds tested. The share of hits here may be higher or lower than overall.

Sample of the layout:
SMILES	EP2 mod	EP2 antag
CCn1c(SCC(=O)NC2CCCCC2)nc2c1c(=O)n(C)c(=O)n2C	18	14
CC(C)C(=O)Nc1nnc(-c2ccc(F)cc2)s1	-40	5

The whole of this part, previewed entries included:
SMILES	EP2 mod	EP2 antag
CCn1c(SCC(=O)NC2CCCCC2)nc2c1c(=O)n(C)c(=O)n2C	18	14
CC(C)C(=O)Nc1nnc(-c2ccc(F)cc2)s1	-40	5
O=C1C2=C(c3ccccc31)c1c(ccc3ccccc13)NC2c1ccccc1 (stereo unspecified)	-5	11
Cc1ccc2[nH]c(=O)c(CN(Cc3ccc(F)cc3)Cc3nnnn3CC3CCCO3)cc2c1 (stereo unspecified)	10	4
O=C(CSc1nnc(-c2ccc(F)cc2)o1)Nc1ccccc1O	-73	8
CCNC(=O)C1CCN(c2ccc(S(=O)(=O)N3CCCC3)cc2)CC1	19	5
CCCOc1ccccc1CN1CCC(NC(C)=O)(c2ccccc2F)CC1	-17	5
Cc1nc2cc(C(F)(F)F)ccc2n1C1CCN(C(=O)C(C)(C)C)CC1	-28	10
CC(C)c1[nH]nc2c1C(c1cccc(F)c1)C(C#N)=C(N)O2 (stereo unspecified)	-49	12
COc1cc2c(cc1OC)C(c1ccncc1)N(Cc1cccc(C)c1OC)CC2 (stereo unspecified)	-17	5
O=C(CSc1nnc(C2CC2)n1CC1CCCO1)Nc1cccc(Cl)c1 (stereo unspecified)	-18	5
O=S(=O)(NCC1CCCO1)c1ccc(S(=O)(=O)N(Cc2cccs2)C2CC2)cc1 (stereo unspecified)	-66	9
Cc1cccc2cc(CN(Cc3cccs3)C(=O)Nc3ccc(Cl)cc3)c(=O)[nH]c12	-9	7
CC(C)(N=NC(C)(C)C1=NCCN1)C1=NCCN1	3	14
c1cncc(CN(CCCN2CCOCC2)Cc2cnn(C3CCCCC3)c2)c1	-23	10
CC(C)(C)NC(=O)c1ccc2c(c1)N(Cc1ccccc1Cl)C(=O)C(C)(C)O2	39	14
COCCNc1c(C)c(C)nc2cc(-c3cccc(Cl)c3)nn12	-18	3
COC(=O)C1C(=O)C2=C(CC1C)Nc1ccccc1NC2c1ccccc1C (stereo unspecified)	14	10
COc1ccc(NCc2nnc(SCC(=O)Nc3ccccc3C)n2C)cc1	-6	8
CC(C)c1ccccc1OCC(=O)Nc1nncs1	-17	9
COc1cc(OC)cc(C(=O)N2CCN(C(=O)c3c(OC)cccc3OC)CC2)c1	-26	7
CCc1nnc(NC(=O)CSc2nnc(Cc3ccccc3)n2C2CCCCC2)s1	6	8
Cc1[nH]c2ccccc2c1-c1csc(N)n1	-106	8
CCOc1cccc(C(=O)Nc2cc(NC(=O)c3ccco3)ccc2OC)c1	-19	10
O=C(Cn1c2ccccc2n2c(SCC(=O)c3ccccc3F)nnc12)NC1CCCCC1	-1	12
COc1ccc(C(=O)CSc2nnc3c4ccccc4n(C)c3n2)cc1	-97	31
O=c1[nH]c(-c2ccccc2O)nc2c1oc1ccccc12	-15	10
CCOc1cc2c(cc1CN[C@@H]1CCC(=O)N[C@H]1c1cc(OC)ccc1F)OCO2	-37	12
CCCC(c1nnnn1C1CCCCC1)N(Cc1ccccc1)Cc1cc2cccc(C)c2[nH]c1=O (stereo unspecified)	50	13
Clc1ccccc1NN(Cc1ccccn1)c1ccccc1Cl	-4	14
C=CCn1c(N2CC(C)CC(C)C2)nc2c1c(=O)[nH]c(=O)n2C (stereo unspecified)	23	15
O=C(O)CSc1nnc(COc2ccc(Br)cc2)o1	-45	8
O=C(CCNC(=O)c1ccccc1NC(=O)c1ccco1)Nc1cccc2ccccc12	-128	24
CCCOc1cccc(C2C(C(=O)c3ccc(C)o3)=C(O)C(=O)N2CCOC)c1 (stereo unspecified)	22	15
COc1ccccc1-n1c(SCC(=O)Nc2cccc(O)c2)nnc1-c1ccccc1O	-50	4
CCc1ccc(-c2csc3ncn(CC(=O)OC(C)C)c(=O)c23)cc1	29	10
N#CC1=C(N)Oc2nc[nH]c(=O)c2C1c1cccc(OCC(N)=O)c1 (stereo unspecified)	22	4
CC1(C)OC(=O)NC1=O	28	7
COc1ccc(NC(=O)CSc2nnc(-c3ccccc3Br)n2C)c(OC)c1	9	6
CCn1c(SCC(=O)NC2CCCC2)nnc1-c1ccc(OC)cc1	3	4
Cc1ccc(F)cc1NC(=O)c1cc2nc(-c3ccco3)cc(C(F)(F)F)n2n1	6	15
c1ccc2c[n+](Cc3ccnc4ccccc34)ccc2c1	20	14
Cc1ccc(S(=O)(=O)N2CCCC(C(=O)NCCCOC(C)C)C2)cc1 (stereo unspecified)	-13	5
CCOc1ccc(C(O)CN2CCC3(CC2)CC(O)c2cc(Cl)ccc2O3)cc1 (stereo unspecified)	-41	2
Cc1cc(NC(=O)Cn2nnc3ccccc3c2=O)ccc1NC(=O)C1CCCCC1	5	9
CCn1c(COc2ccc(OC)cc2)nnc1SCC(=O)Nc1nccs1	-19	2
COc1ccc(NC(=O)N(Cc2ccc(F)cc2)Cc2cc3c(C)cc(C)cc3[nH]c2=O)cc1	-26	6
CCC(C)NC(=S)N(Cc1cc2cc(C)ccc2n2nnnc12)C1CCCCC1 (stereo unspecified)	37	17
CCCn1c(SCC(=O)Nc2cccc(Cl)c2)nc2c1c(=O)n(C)c(=O)n2C	9	18
COc1ccc(C(NC(=O)c2cnccn2)c2nccn2C)cc1 (stereo unspecified)	-18	2
COc1cccc(CN(CC2CCCO2)C(=O)c2cc3ccccc3oc2=O)c1OC (stereo unspecified)	-16	10
CCCC(c1nnnn1Cc1ccccc1)N(Cc1ccco1)Cc1cc2cc(C)cc(C)c2[nH]c1=O (stereo unspecified)	13	6
CN(C(=O)c1ccc(Cl)cc1Cl)C1CCS(=O)(=O)C1 (stereo unspecified)	13	12
CCC(c1nnnn1Cc1ccc(F)cc1)N(Cc1cc2ccc(C)cc2[nH]c1=O)C1CCCCC1 (stereo unspecified)	36	20
CN(C(=O)Cn1nc(C(F)(F)F)c2c1CCC2)C1CCCCC1	1	17
COc1ccccc1NC(=O)Cn1cnc2scc(-c3ccc(C)c(C)c3)c2c1=O	-1	13
COCC(C)NC(=O)c1cc(-c2ccc(Cl)cc2Cl)on1 (stereo unspecified)	-99	16
CC1CCN(C(=O)CSc2nc3ccccc3n2Cc2ccccc2)CC1	13	12
CCc1[nH]nc(NS(=O)(=O)c2ccc3c(c2)oc(=O)n3CC)c1C	-43	2
COCCCn1c(SCC(=O)Nc2cc(Cl)ccc2OC)nc2sc3c(c2c1=O)CCC3	-5	16
Next compounds follow.
SMILES	EP2 mod	EP2 antag
COc1ccccc1CN(Cc1cnc(N(C)C)nc1)C1CC(C)(C)NC(C)(C)C1	-18	8
COc1ccc(N=C2Sc3nc4ccc(C)cc4cc3CN2CCCO)c(OC)c1	-46	12
Cc1ccccc1N(C(=O)Cn1nnc2ccccc21)C(C(=O)NCC1CCCO1)c1ccncc1 (stereo unspecified)	-24	3
Cc1ccc(C(C(=O)NC2CCCCC2)N(Cc2ccco2)C(=O)c2csnn2)cc1 (stereo unspecified)	-2	3
Cc1cnc(C(=O)Nc2ccc(S(=O)(=O)N(C(C)C)C(C)C)cc2)cn1	14	18
Cc1ccc(NC(=O)c2nc3ncccn3n2)cc1C	-18	11
COc1ccc(-c2nc(SCC(=O)O)n[nH]2)cc1	-22	10
Cc1ccc2nc(NCCNC(=O)C(C)C)c(C)cc2c1	13	11
CC(C)(CO)NS(=O)(=O)c1ccc2c(c1)NC(=O)C(C)(C)O2	-53	7
O=C(/C=C/c1ccccc1Cl)c1ccc2c(c1)OCCO2	-14	11
Cc1cc(C)n2ncc(CN3CCC(O)(c4ccc(F)cc4)CC3)c2n1	-5	6
CCn1c(SCC(=O)NCc2ccccc2)nnc1-c1ccncc1	4	5
COCCCN1C(=O)C(=O)/C(=C(\O)c2ccc(OC(C)C)c(C)c2)C1c1ccncc1 (stereo unspecified)	-7	15
COc1cccc(NC(=O)c2ccc3c(c2)CCN3S(C)(=O)=O)c1	-63	13
c1ccc(CCNc2c(-c3ccccn3)nc3cnccn23)cc1	-76	9
CCN(CC)c1nc(N)nc(N(CC)CC)n1	-10	14
O=C(NCCCc1ccc(F)cc1)c1n[nH]c2c1CCCCC2	-56	7
CCCn1c(CN2CCC(O)(c3ccccc3F)CC2)nc2ccccc21	-34	12
CS(=O)(=O)c1ccc2nc(NC(=O)Cc3cccs3)sc2c1	-42	8
CC1CCCN(c2nc3c(c(=O)[nH]2)CCN(Cc2ccc(N(C)CCO)cc2)C3)C1 (stereo unspecified)	-36	4
N=c1oc2cc(O)ccc2cc1C(=O)Nc1cccc(Cl)c1Cl	-74	12
COc1ccc2nc(CN3CCC(O)(c4ccc(F)cc4)CC3)ccc2c1	-96	8
COc1ccc(-c2cc(C(F)(F)F)nc(SCC(=O)NC(C)C)n2)cc1	-163	11
COc1ccc(-c2cc(C(F)(F)F)nc(SCC(=O)Nc3cc(C)ccc3C)n2)cc1OC	-1	12

17 compounds already listed, sorted by SMILES length, falling.
SMILES	EP2 mod	EP2 antag
COCCCN1C(=O)C(=O)/C(=C(\O)c2ccc(OC(C)C)c(C)c2)C1c1ccncc1 (stereo unspecified)	-7	15
COc1ccc(-c2cc(C(F)(F)F)nc(SCC(=O)Nc3cc(C)ccc3C)n2)cc1OC	-1	12
CC1CCCN(c2nc3c(c(=O)[nH]2)CCN(Cc2ccc(N(C)CCO)cc2)C3)C1 (stereo unspecified)	-36	4
Cc1ccc(C(C(=O)NC2CCCCC2)N(Cc2ccco2)C(=O)c2csnn2)cc1 (stereo unspecified)	-2	3
Cc1cnc(C(=O)Nc2ccc(S(=O)(=O)N(C(C)C)C(C)C)cc2)cn1	14	18
COc1ccc(-c2cc(C(F)(F)F)nc(SCC(=O)NC(C)C)n2)cc1	-163	11
CC(C)(CO)NS(=O)(=O)c1ccc2c(c1)NC(=O)C(C)(C)O2	-53	7
Cc1cc(C)n2ncc(CN3CCC(O)(c4ccc(F)cc4)CC3)c2n1	-5	6
COc1cccc(NC(=O)c2ccc3c(c2)CCN3S(C)(=O)=O)c1	-63	13
CCCn1c(CN2CCC(O)(c3ccccc3F)CC2)nc2ccccc21	-34	12
N=c1oc2cc(O)ccc2cc1C(=O)Nc1cccc(Cl)c1Cl	-74	12
CCn1c(SCC(=O)NCc2ccccc2)nnc1-c1ccncc1	4	5
O=C(/C=C/c1ccccc1Cl)c1ccc2c(c1)OCCO2	-14	11
Cc1ccc2nc(NCCNC(=O)C(C)C)c(C)cc2c1	13	11
COc1ccc(-c2nc(SCC(=O)O)n[nH]2)cc1	-22	10
Cc1ccc(NC(=O)c2nc3ncccn3n2)cc1C	-18	11
CCN(CC)c1nc(N)nc(N(CC)CC)n1	-10	14

The results go on:
SMILES	EP2 mod	EP2 antag
COCCCn1c(SCC(=O)N2CCCCC2)nnc1-c1ccc(C(C)(C)C)cc1	34	6
O=c1oc2ccc3ccccc3c2cc1-c1nnc(-c2ccncc2)o1	-25	12
O=C(Nc1nnc(SCC(=O)N2CCCC2)s1)C1CCC1	8	5
COCCCn1c(SCC(=O)NCc2ccco2)nnc1-c1ccco1	-28	9
O=C(Cn1nc(C(F)(F)F)c2c1CCCC2)Nc1cc(Cl)ccc1Cl	29	15
COc1ccc(-c2nc3n(c2NC(C)(C)C)CCN(C(=O)c2ccc4c(c2)OCO4)C3)cc1	-1	6
CCc1nnc(NC(=O)CSc2nnc(COc3ccccc3)n2CC)s1	-3	13
O=S(=O)(Nc1ccc(F)c(F)c1)c1cccs1	6	5
O=C(NC(=S)Nc1cccnc1)c1cccc(Br)c1	-106	17
O=C(CCn1ncc2ccccc21)NCCc1nc(-c2ccncc2)n[nH]1	-21	6
CCN1CCCC1CN(Cc1cc2ccc(C)cc2[nH]c1=O)C(=S)Nc1ccc(C)cc1 (stereo unspecified)	-55	6
CCc1ccccc1NC(=O)CCSc1nc(-c2ccco2)cc(C(F)(F)F)n1	6	14
COc1cc(C2NC(=O)NC(C)=C2C(=O)Nc2ccccc2)cc(Cl)c1OCC(=O)O (stereo unspecified)	-4	6
CCC(C)(C)n1nnnc1C(c1ccc(N(C)C)cc1)N1CCN(c2ccccc2OC)CC1 (stereo unspecified)	-42	16
Cc1nn(C(C)CC(=O)O)c(C)c1Cl (stereo unspecified)	-15	7
O=C(NC1(c2cccc(F)c2)CCCC1)c1ccc(S(=O)(=O)N2CCOCC2)cc1	-33	8
CC(=O)Oc1ccccc1/C=C1/SC(=S)N(C2CCS(=O)(=O)C2)C1=O (stereo unspecified)	-73	12
CN(C)CCNC(=O)c1cn(Cc2ccc(F)cc2)nn1	-6	10
O=C(Cc1cccs1)N1CCC[C@@H](Cn2nc(-c3cccs3)ccc2=O)C1	-39	7
O=c1[nH]c2cc3c(cc2cc1CN(Cc1ccco1)Cc1nnnn1C1CCCCC1)OCCO3	-6	7
O=C(c1nccc2ccccc12)N1CCn2ncnc2C1	-23	7
C=C(C)Cn1c(COc2ccccc2)nc2ccccc21	69*	11
CCC(c1nnnn1CC1CCCO1)N(Cc1ccco1)Cc1cc2cc(C)ccc2[nH]c1=O (stereo unspecified)	19	19
COC(=O)c1ccccc1S(=O)(=O)N(Cc1cccnc1)Cc1cc2cc(C)ccc2[nH]c1=O	-13	13
Cc1ccccc1NC(=O)Cn1cc(C(=O)c2ccco2)c2ccccc21	-41	8
CCC(C)NC(=O)c1cc(-c2ccc(Cl)cc2Cl)on1 (stereo unspecified)	-31	10
Cc1csc(NC(=O)Nc2ccccc2)n1	-149	11
